Dynein cargo inh: blocks dynein driven cargo transport along microtubules. z-score, hits read low. 3617.4 mouse cells, GR-EGFP nuclear translocation imaging; test concentration mostly 20 µM; stimulated with dexamethasone, 1 µM; hits give low values. AID 1381. 220,000 compounds, 0.47% hits;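 active means plate z-score of nuclear minus cytoplasmic receptor signal below a set negative limit, without overly bright fluorescence or cell loss, cut at about -3.5 in these data, passing the limit was not always enough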;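 further: z-score of nuclear minus cytoplasmic ring GR-EGFP intensity difference per well; some compounds called inactive have numbers as strong as hits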
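Also added: dexamethasone, 1.0 µM final. Medium: tet-free, stripped-serum medium. Detection: fixed, Hoechst-stained cells imaged at 10x for EGFP. Read-out: nuclear-to-cytoplasmic GR-EGFP distribution per well. Times: induction 48 h, compound 1 h, agonist 30 min.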
P. falciparum M17LAP: P. falciparum M17LAP inhibitors, primary screen, biochemical, fluorogenic H-Leu-NHMec substrate, 1536-well (AID 1619); recombinant M17LAP, H-Leu-NHMec fluorogenic kinetic assay; higher % means a stronger effect; inhibition, % at 30 µM, or IC50 in µM where a hit was titrated; 220,000 compounds, 0.38% hits;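 active means compound inhibiting the enzyme by more than half at any dose during confirmatory dose-response retesting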;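 further: plate controls were full reaction with DMSO carrier for no effect and no enzyme background for full effect; strong numbers were not always called active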
NOD2 inhibition: NOD2 signaling inhibitors, cell-based, luminescence, uHTS, HEK293 (AID 1566) | inhibition, % at 4 µM, or EC50 in µM where a hit was titrated | HEK293 NOD2/NF-kB luciferase reporter, luminescence; higher % means a stronger effect | 290,000 compounds, 0.63% hits; further: many of its hits are not listed in these tables
P. falciparum M1AAP: P. falciparum M1AAP inhibitors, biochemical, fluorogenic H-Leu-NHMec substrate, 1536-well (AID 1445) | recombinant M1AAP, H-Leu-NHMec fluorogenic kinetic assay; higher % means a stronger effect | inhibition, % at 30 µM; hits with a dose series show IC50 in µM | 220,000 compounds, 0.42% hits;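 active means primary inhibition above the hit cutoff, then over 50% inhibition at one or more dose response concentrations, cut at about 23% in these data, passing the limit was not always enough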;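 further: plate controls were DMSO full reaction for no effect and no enzyme background for full effect; strong numbers were not always called active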
KOR beta-arrestin-1: KOR agonists, beta-arrestin recruitment, primary screen, cell-based, luminescence, uHTS (AID 1777). KOR beta-arrestin recruitment, luminescence; higher % means a stronger effect. activation, % at 10 µM, or EC50 in µM where a hit was titrated. 280,000 compounds, 0.02% hits; in the data active means activation above about 50%, passing the limit was not always enough; further: a part of the inactive calls stands beside numbers as strong as those of hits
AID2073: disruptors of CaV2.2 binding to Mint1 – biochemical, HTRF (AID 2073); HTRF protein-protein interaction, Mint1-CaV2.2; higher % means a stronger effect; one-dose inhibition, % at 20 µM; IC50 in µM for titrated hits; 290,000 compounds, 0.19% hits; in the data active means inhibition mostly above about 51%, no sharp cut-off; further: some results filed as inactive read as strong as hits
NOD1 inhibition: NOD1 signaling inhibitors, primary screen, cell-based, luminescence, uHTS (AID 1578); NOD1-driven NF-kB luciferase reporter cells, luminescence; higher % means a stronger effect; one-dose inhibition, % at 4 µM; EC50 in µM for titrated hits; 290,000 compounds, 1% hits; in the data active means inhibition mostly above about 36%, no sharp cut-off; inactive means mostly below about 34%;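 further: HEK-293T reporter cells stimulated with the NOD1 agonist gamma-tri-DAP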
GPR55 beta-arrestin: selective activators of receptor GPR55 – imaging, U2OS cells, beta-arrestin-GFP redistribution, primary screen (AID 1961). U2OS GPR55 beta-arrestin-GFP redistribution imaging; higher % means a stronger effect. 290,000 compounds, 0.048% hits. activation, % at 10 µM, or EC50 in µM where a hit was titrated;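 active means activation above 40% with more than 50 cells counted in the well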;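 further: U2OS osteosarcoma cells stably expressing GPR55 and beta-arrestin-GFP; plate controls were DMSO negative control for no effect and LPI positive control for full effect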
KOR beta-arrestin-2: kappa opioid receptor blockers – cell-based, luminescence, uHTS (AID 1778); KOR beta-arrestin recruitment, luminescence, antagonist mode; higher % means a stronger effect; inhibition, % at 10 µM; hits with a dose series show IC50 in µM; 290,000 compounds, 0.091% hits; further: strong numbers were not always called active
Dynein cargo inh cytoplasmic EGFP: further read-out of Dynein cargo inh, marked with its call; z-score; measured here: cytoplasmic GR-EGFP intensity; hits give high values
Dynein cargo inh nuclear GR-EGFP: also measured in Dynein cargo inh; calls as there; z-score; measured here: nuclear GR-EGFP intensity;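 lower value marks the stronger effect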
Dynein cargo inh cell count: further read-out of Dynein cargo inh, marked with its call; z-score; measured here: cell count per field
The depositor's hits bear a star; / = not tested or not shown; [ ] = remark or other dose. Unless noted, no stated cut-off is given here; in the data, active means inhibition above about 50%; inactive means the rest.

entry	Dynein cargo inh	Dynein cargo inh cytoplasmic EGFP	Dynein cargo inh nuclear GR-EGFP	Dynein cargo inh cell count	P. falciparum M17LAP	NOD2 inhibition	P. falciparum M1AAP	KOR beta-arrestin-1	AID2073	NOD1 inhibition	GPR55 beta-arrestin	KOR beta-arrestin-2	molecule
1	0.42	-0.34	0.52	-0.67	51%	16%	-2%	2.5%	2%	-9%	0.1%	-18%	C=CCn1c(Cc2cccs2)nnc1SCC(=O)Nc1cccc(OC)c1
2	-0.51	-0.094	-0.12	0.26	-1%	-38%	4%	-0.5%	4%	-23%	-0.8%	-12%	O=S1(=O)N=C(Nc2ccc(N3CCOCC3)c(Cl)c2)c2ccccc21
3	-0.56	0.057	0.21	-0.16	-1%	17%	12%	-3.5%	3%	-33%	-0.1%	0%	COC(=O)c1ccccc1-c1ccc(C=O)o1
4	0.49	-0.24	-0.12	0.62	9%	8%	16%	-7.1%	-7%	-6%	-0.1%	8%	Cc1ccc(CN2CCN(/N=C/C=C/c3ccccc3[N+](=O)[O-])CC2)cc1
5	-0.033	-0.12	-0.41	1.4	5%	-18%	3%	7.1%	-6%	-4%	0.6%	-17%	Cc1nc(-c2ccc3c(c2)OCO3)cs1
6	/	/	/	/	/	14%	/	16%	5%	20%	-0.2%	-10%	COc1ccc(C(CNC(=O)Nc2cccc(C)c2)N2CCN(C)CC2)cc1 (stereo not drawn)
7	/	/	/	/	/	16%	/	-2.8%	-3%	-18%	-0.1%	10%	CC1CCN(CCCNS(=O)(=O)c2ccc3c(c2)CCN3C(=O)C2CC2)CC1
8	0.11	-0.21	0.58	0.53	0%	22%	0%	-0.9%	-4%	12%	-0.1%	13%	COc1ccc(NC(=O)CCSc2cc(C)c3ccccc3n2)cc1
9	/	/	/	/	/	-93%	/	1.9%	2%	-39%	-0.1%	1%	Cc1nn(-c2ccccc2)c(Cl)c1/C=N/NC(=O)c1[nH]ncc1Br
10	-1.2	-0.21	-0.74	0.15	18%	-8%	2%	2.3%	5%	-27%	-0.1%	-37%[20 µM]	Cc1cc(C=O)c(C)n1-c1cc(C(=O)O)cc(C(=O)O)c1
11	0.41	-0.36	0.46	0.66	-4%	3%	-2%	-1.8%	5%	-41%	0.7%	2%	COCCNC(=O)CN1C(=O)NC2(CCCCCC2)C1=O
12	0.4	-0.21	0.097	0.29	19%	-1%	-8%	-5.6%	20%	-42%	0.7%	1%	OC1(c2ccc(OC(F)F)cc2)CSC(=Nc2cccnc2)N1Cc1ccco1 (stereo not drawn)
13	-0.036	-0.13	-0.14	0.83	-41%	17%	15%	-2.3%	13%	13%	-0.1%	16%	C=CCOc1c2ccc(C(=O)NCc3ccc(OC)cc3)cc2nn1C
14	-0.3	-0.071	0.16	0.54	31%	-4%	20%	-3.0%	-3%	6%	-0.2%	10%	N#Cc1c(-c2ccc(Cl)cc2Cl)nc2n(c1=O)CCS2
15	/	/	/	/	/	1%	/	-2.2%	8%	-34%	-0.1%	20%	Cc1cccc(-n2ncc3c2CCCC3NC(=O)CN2CCOC2=O)c1C (stereo not drawn)
16	0.73	-0.2	0.13	-0.068	0%	8%	7%	1.6%	2%	-11%	-0.1%	-5%	C/C(=N\NC(N)=S)c1cccnc1
17	-0.26	-0.2	-0.82	0.1	4%	13%	-4%	0.3%	-28%	-2%	-0.2%	14%	CCOC(=O)c1sc(N(C)C(C)=O)nc1C
18	-0.36	-0.33	-0.32	-0.38	5%	-11%	7%	-7.6%	10%	-16%	-0.7%	21%	COCCCNC(=O)c1ccc(Cn2c(=O)c3ccccc3n(CC(=O)NCCc3ccc(OC)c(OC)c3)c2=O)cc1

By substructure, the entries above containing nitrogen in an aromatic ring (twelve)
entry	Dynein cargo inh	Dynein cargo inh cytoplasmic EGFP	Dynein cargo inh nuclear GR-EGFP	Dynein cargo inh cell count	P. falciparum M17LAP	NOD2 inhibition	P. falciparum M1AAP	KOR beta-arrestin-1	AID2073	NOD1 inhibition	GPR55 beta-arrestin	KOR beta-arrestin-2	molecule
1	0.42	-0.34	0.52	-0.67	51%	16%	-2%	2.5%	2%	-9%	0.1%	-18%	C=CCn1c(Cc2cccs2)nnc1SCC(=O)Nc1cccc(OC)c1
5	-0.033	-0.12	-0.41	1.4	5%	-18%	3%	7.1%	-6%	-4%	0.6%	-17%	Cc1nc(-c2ccc3c(c2)OCO3)cs1
8	0.11	-0.21	0.58	0.53	0%	22%	0%	-0.9%	-4%	12%	-0.1%	13%	COc1ccc(NC(=O)CCSc2cc(C)c3ccccc3n2)cc1
9	/	/	/	/	/	-93%	/	1.9%	2%	-39%	-0.1%	1%	Cc1nn(-c2ccccc2)c(Cl)c1/C=N/NC(=O)c1[nH]ncc1Br
10	-1.2	-0.21	-0.74	0.15	18%	-8%	2%	2.3%	5%	-27%	-0.1%	-37%[20 µM]	Cc1cc(C=O)c(C)n1-c1cc(C(=O)O)cc(C(=O)O)c1
12	0.4	-0.21	0.097	0.29	19%	-1%	-8%	-5.6%	20%	-42%	0.7%	1%	OC1(c2ccc(OC(F)F)cc2)CSC(=Nc2cccnc2)N1Cc1ccco1 (stereo not drawn)
13	-0.036	-0.13	-0.14	0.83	-41%	17%	15%	-2.3%	13%	13%	-0.1%	16%	C=CCOc1c2ccc(C(=O)NCc3ccc(OC)cc3)cc2nn1C
14	-0.3	-0.071	0.16	0.54	31%	-4%	20%	-3.0%	-3%	6%	-0.2%	10%	N#Cc1c(-c2ccc(Cl)cc2Cl)nc2n(c1=O)CCS2
15	/	/	/	/	/	1%	/	-2.2%	8%	-34%	-0.1%	20%	Cc1cccc(-n2ncc3c2CCCC3NC(=O)CN2CCOC2=O)c1C (stereo not drawn)
16	0.73	-0.2	0.13	-0.068	0%	8%	7%	1.6%	2%	-11%	-0.1%	-5%	C/C(=N\NC(N)=S)c1cccnc1
17	-0.26	-0.2	-0.82	0.1	4%	13%	-4%	0.3%	-28%	-2%	-0.2%	14%	CCOC(=O)c1sc(N(C)C(C)=O)nc1C
18	-0.36	-0.33	-0.32	-0.38	5%	-11%	7%	-7.6%	10%	-16%	-0.7%	21%	COCCCNC(=O)c1ccc(Cn2c(=O)c3ccccc3n(CC(=O)NCCc3ccc(OC)c(OC)c3)c2=O)cc1

An excerpt; the hit share may differ from the screen's.
